Assay outcomes (PubChem)
GPR151 ag: activators of human GPR151; Q8TDV0; PathHunter beta-arrestin GPR151 cells, luminescence; activation, % at 11.2 µM; actives 1% (n = 650,000); AID 1508602; in the data active = activation above about 4.9%;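 note: 0% = median of compound wells and 100% = cells with positive control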
Target sequence (Q8TDV0 whole entry, looked up): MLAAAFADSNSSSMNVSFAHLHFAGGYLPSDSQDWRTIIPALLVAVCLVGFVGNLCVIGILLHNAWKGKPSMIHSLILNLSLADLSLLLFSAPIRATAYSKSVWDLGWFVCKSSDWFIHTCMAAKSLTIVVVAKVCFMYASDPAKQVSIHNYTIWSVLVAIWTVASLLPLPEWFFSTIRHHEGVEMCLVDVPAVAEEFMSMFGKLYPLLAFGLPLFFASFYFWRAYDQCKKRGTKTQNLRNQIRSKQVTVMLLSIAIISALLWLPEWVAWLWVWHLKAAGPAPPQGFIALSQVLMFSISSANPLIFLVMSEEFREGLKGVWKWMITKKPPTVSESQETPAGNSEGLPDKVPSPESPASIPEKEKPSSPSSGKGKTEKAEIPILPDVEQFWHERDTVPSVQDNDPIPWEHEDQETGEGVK
TEAD-YAP inh: TEAD-YAP interaction inhibition. actives 1.4% (n = 640,000). inhibition, % at 9.12 µM. AID 1259422. HEK-TIYL cells, TEAD-Gal4/YAP UAS-luciferase luminescence; in the data active = inhibition above about 32%;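 note: 0% = median of test compound wells and 100% = reference inhibitor wells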
MITF inh: human MITF inhibition, primary screen; O75030; AlphaScreen MITF homodimerization, bead proximity signal; inhibition, % at 2.6 µM; actives 0.91% (n = 650,000); AID 1259374; in the data active = inhibition above about 50%;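 note: 0% = vehicle wells with protein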
Target sequence (O75030 whole entry, looked up): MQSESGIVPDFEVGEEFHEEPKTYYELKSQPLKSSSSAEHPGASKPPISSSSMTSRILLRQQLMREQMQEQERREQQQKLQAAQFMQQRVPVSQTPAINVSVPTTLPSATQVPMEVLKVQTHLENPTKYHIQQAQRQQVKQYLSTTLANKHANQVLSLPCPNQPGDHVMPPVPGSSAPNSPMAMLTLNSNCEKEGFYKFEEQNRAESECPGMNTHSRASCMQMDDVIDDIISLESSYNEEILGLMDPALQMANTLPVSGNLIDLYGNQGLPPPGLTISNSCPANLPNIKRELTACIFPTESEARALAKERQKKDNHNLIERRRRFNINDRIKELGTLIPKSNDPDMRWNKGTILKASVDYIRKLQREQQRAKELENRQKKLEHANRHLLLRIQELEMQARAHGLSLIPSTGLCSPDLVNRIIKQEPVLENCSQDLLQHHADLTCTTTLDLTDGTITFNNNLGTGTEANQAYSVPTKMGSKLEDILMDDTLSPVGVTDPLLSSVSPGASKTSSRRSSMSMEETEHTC
FBW7 activator: activators of human E3 ligase FBW7. AID 1259310. actives 0.13% (n = 650,000). AlphaScreen FBW7–phospho-cyclin E peptide binding, activator screen. Q969H0. normalized activity (activation), % at 26.1 µM; in the data active = normalized activity above about 1.9%;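 note: purified mutant Fbw7 with reduced substrate affinity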
* hit, by the source's call.

SMILES | GPR151 ag | TEAD-YAP inh | MITF inh | FBW7 activator
COc1ccc(C2CC(=O)C3=C(C2)NC(C)=C(C(=O)OC(C)C)C3c2ccccc2Br)cc1OC (centres undefined) | -0.2 | 9 | -5 | 0.3
O=C1c2ccccc2C(=O)N1CSc1nnc2c3ccccc3n(CCc3ccccc3)c2n1 | -0.9 | 9 | 18 | 0.8
Cn1c(=O)[nH]c(=O)c2c1nc(N1CCOCC1)n2CCCc1ccccc1 | 0.6 | -6 | 1 | -0.1
O=C(C1CCN(S(=O)(=O)c2cccnc2)CC1)N1CCCC1 | -0.1 | 6 | 13 | 0.4
CCOC(CNC(=O)c1ccc2c(c1)NC(=O)C(CSCc1ccc(F)cc1Cl)N2)OCC (centres undefined) | -0.5 | -3 | 17 | 0.1
COc1cccc(S(=O)(=O)N(CC2CC2)C2CCN(c3nc(C)cc(C)n3)CC2)c1 | -0.6 | 0 | -6 | 0.2
O=C(N/N=C/c1ccc(F)cc1)C1COc2ccccc2O1 (centres undefined) | 3.7 | 20 | -7 | -0.1
COc1ccc(N(CC(=O)NC(C)(C)C)S(=O)(=O)c2ccc(C)c([N+](=O)[O-])c2)cc1 | 0.9 | 5 | 8 | -0.2
COC(=O)CN1C(c2ccc(OC)cc2)=Nc2ccc(Br)cc2C1c1ccccc1 (centres undefined) | 0.1 | 10 | 8 | 0.1
CCOC(=O)N/N=C(\C)C1(OC)C(O)CC2C3CC=C4CC(O)CCC4(C)C3CCC21C (centres undefined) | -0.9 | 3 | -3 | -0.1
COc1ccc(C(=O)CC(C(C)C)C(C=C(C)C)C(=O)c2ccc(OC)cc2)cc1 (centres undefined) | -1.9 | 16 | 14 | 0.3
CN(Cc1ccon1)C(=O)C1CC(Cc2ccc(F)cc2)=NO1 (centres undefined) | -1.6 | 0 | 13 | 0.2
O=C(c1ccccc1Cl)n1nc(-c2cccnc2)nc1NCc1ccco1 | -1.4 | -9 | 21 | 0.7
CC(=O)N1CCN(Cc2ccccc2[N+](=O)[O-])CC1 | 0.1 | 1 | -14 | 0.0
O=C1CCCN1CCCNc1cc(Nc2ccncn2)ncn1 | -0.9 | 1 | -10 | 0.1
Cc1ccsc1-c1nc(C(N)=O)c2[nH]c(=O)n(Cc3ccccc3)c2n1 | 0.3 | -6 | 10 | 0.2
COc1cccc(C(=O)CN2CCN(S(=O)(=O)c3cccc([N+](=O)[O-])c3)CC2)c1 | -1.6 | -1 | 12 | 0.2
O=S(=O)(c1ccc2c(c1)OCCO2)N1CCCCCCC1 | 0.6 | -3 | 3 | 0.0
COC(=O)C1NN=C(C(=O)c2ccccc2)C1c1ccccc1 (centres undefined) | 1.7 | -7 | -5 | 0.0
Cc1cc(C)c(S(=O)(=O)N(CCc2ccccc2)CC(N)=O)c(C)c1 | 2.6 | 3 | 13 | 0.0
COc1ccc(CNc2oc(-c3cccc([N+](=O)[O-])c3)nc2P(=O)(OC)OC)cc1 | -2.2 | -8 | -10 | 0.1
O=C(Oc1ccc(Cl)cc1)c1ccc(N2C(=O)C3C4C=CC(C4)C3C2=O)cc1 (centres undefined) | -1.1 | 9 | 11 | 0.1
C[n+]1ccccc1CCC(=O)c1cccs1 | 1.1 | 7 | -10 | -0.2
Nc1nc(Nc2ccc(F)cc2)sc1C(=O)c1ccccc1 | 1.6 | -6 | 4 | -0.2
COc1cccc2cc(C(=O)Nc3cc4c(cc3NC(C)=O)OCCO4)c(=O)oc12 | 3.0 | -2 | 5 | 0.0

Ordered by molar mass (rising): part of the list above
SMILES | GPR151 ag | TEAD-YAP inh | MITF inh | FBW7 activator
CC(=O)N1CCN(Cc2ccccc2[N+](=O)[O-])CC1 | 0.1 | 1 | -14 | 0.0
COC(=O)C1NN=C(C(=O)c2ccccc2)C1c1ccccc1 (centres undefined) | 1.7 | -7 | -5 | 0.0
O=C(C1CCN(S(=O)(=O)c2cccnc2)CC1)N1CCCC1 | -0.1 | 6 | 13 | 0.4
Cc1cc(C)c(S(=O)(=O)N(CCc2ccccc2)CC(N)=O)c(C)c1 | 2.6 | 3 | 13 | 0.0
Cc1ccsc1-c1nc(C(N)=O)c2[nH]c(=O)n(Cc3ccccc3)c2n1 | 0.3 | -6 | 10 | 0.2
O=C(c1ccccc1Cl)n1nc(-c2cccnc2)nc1NCc1ccco1 | -1.4 | -9 | 21 | 0.7
O=C(Oc1ccc(Cl)cc1)c1ccc(N2C(=O)C3C4C=CC(C4)C3C2=O)cc1 (centres undefined) | -1.1 | 9 | 11 | 0.1
COc1ccc(C(=O)CC(C(C)C)C(C=C(C)C)C(=O)c2ccc(OC)cc2)cc1 (centres undefined) | -1.9 | 16 | 14 | 0.3
COc1cccc(C(=O)CN2CCN(S(=O)(=O)c3cccc([N+](=O)[O-])c3)CC2)c1 | -1.6 | -1 | 12 | 0.2
COc1cccc(S(=O)(=O)N(CC2CC2)C2CCN(c3nc(C)cc(C)n3)CC2)c1 | -0.6 | 0 | -6 | 0.2
COc1ccc(N(CC(=O)NC(C)(C)C)S(=O)(=O)c2ccc(C)c([N+](=O)[O-])c2)cc1 | 0.9 | 5 | 8 | -0.2
CCOC(=O)N/N=C(\C)C1(OC)C(O)CC2C3CC=C4CC(O)CCC4(C)C3CCC21C (centres undefined) | -0.9 | 3 | -3 | -0.1
COC(=O)CN1C(c2ccc(OC)cc2)=Nc2ccc(Br)cc2C1c1ccccc1 (centres undefined) | 0.1 | 10 | 8 | 0.1
CCOC(CNC(=O)c1ccc2c(c1)NC(=O)C(CSCc1ccc(F)cc1Cl)N2)OCC (centres undefined) | -0.5 | -3 | 17 | 0.1

(further entries)
SMILES | GPR151 ag | TEAD-YAP inh | MITF inh | FBW7 activator
CCOC(=O)N1CCN(C(=O)c2ccc3c(=O)n(Cc4ccc(OC)cc4)c(=S)[nH]c3c2)CC1 | -1.2 | -2 | -1 | -0.1
COc1cccc(CC2(CO)CCCN(S(=O)(=O)Cc3ccccc3)C2)c1 (centres undefined) | -0.6 | -7 | -9 | 0.1
CN(C(=O)Cc1cccs1)c1ccccc1 | 1.1 | 7 | 21 | 0.1
COc1ccc(-c2cccc(C(N)=O)c2)cn1 | 0.9 | -5 | 3 | 0.1
COCCCNc1nc2nonc2nc1N1CCN(C)C(c2ccccc2)C1 (centres undefined) | 0.0 | 7 | 13 | 0.0
Cc1[nH]c2ccccc2c1C(=O)C(=O)N1CCC(C(N)=O)CC1 | 0.0 | -4 | -11 | -0.1
O=C(COC(=O)c1ccc(Oc2c(Cl)cccc2[N+](=O)[O-])cc1)c1ccc(Cl)cc1 | -1.4 | 0 | 1 | 0.0
CCn1cc(SCC(=O)Nc2ccc3c(c2)OCCO3)c2ccccc21 | -1.3 | -1 | 8 | 0.6
O=C(Nc1ccc(N2CCOCC2)cc1)c1ccnc(Cl)c1 | -0.2 | -16 | 5 | 0.0
CCOc1ccc(NC(=O)CCNS(=O)(=O)c2ccc3c(c2)CC(C)N3C(C)=O)cc1 (centres undefined) | 1.2 | 2 | 0 | -0.1
COCC(=O)NC1CCN(C(=O)Nc2ccc(C)cc2)CC1 | 1.1 | 3 | 13 | 0.0
CN1C(=O)c2ccc(NC(=S)NC(=O)CC34CC5CC(CC(C5)C3)C4)cc2C1=O | 0.6 | -6 | -11 | 0.1
O=C(Cc1ccc(Cl)cc1)Nc1ccc2nn(-c3ccccc3)nc2c1 | 0.0 | -1 | 6 | -0.2
Cc1sc(N)nc1-c1ccc(Oc2ccccc2)cc1 | -1.3 | -37 | 21 | 1.1
COc1ccc2c(COC(=O)CNS(=O)(=O)c3ccccc3C#N)cc(=O)oc2c1 | -2.0 | -7 | 18 | 0.1
CCOc1ccc(-c2nc3cnccn3c2NCC2CCCO2)cc1OC (centres undefined) | 0.0 | -19 | 13 | -0.1
O=c1oc2ccccc2c(NCc2cccc(F)c2)c1[N+](=O)[O-] | 2.7 | 3 | 4 | 0.0
CCCC(=O)Nc1ccc(C(=O)NNC(=O)c2cccs2)cc1 | 0.5 | 0 | 10 | 0.3
COc1ccc(CN2CCN(Cc3ccc(F)cc3)CC2CCO)c(F)c1 (centres undefined) | -0.7 | 1 | -8 | 0.2
Cc1cc(C)n(C(=O)c2ccc(C)c(S(=O)(=O)N3CCOCC3)c2)n1 | -0.2 | 3 | -5 | 0.1
COC(=O)c1c(NC(=O)c2ccc(C)cc2)sc2c1CCCC2 | 6.5* | 4 | 1 | 0.0
COc1ccccc1NC(=O)c1ccc(N(C)S(=O)(=O)c2ccccc2)cc1 | 0.2 | 7 | -1 | 0.8
CCOC(=O)c1ccc(N(Cc2ccccc2Cl)S(C)(=O)=O)cc1 | 0.9 | 7 | 2 | -0.1
CCS(=O)(=O)Nc1ccc(C)c([N+](=O)[O-])c1 | 0.7 | 5 | 5 | -0.1
CCOc1ccc(/C=C(/C(=O)c2cc(OC)c(OC)c(OC)c2)c2nc3ccccc3o2)cc1 | 0.8 | -3 | -2 | -0.2

Carrying on.
SMILES | GPR151 ag | TEAD-YAP inh | MITF inh | FBW7 activator
O=C(O)CN1C(=O)COc2ccc(S(=O)(=O)N3CCCCCC3)cc21 | -0.7 | 3 | 6 | 0.1
O=C(Nc1ccccc1C(=O)N1CCOCC1)c1cccnc1 | 1.6 | -7 | -8 | -0.1
CCOC(=O)N1CCN(CCOc2cccc(Cl)c2)CC1 | -0.8 | -14 | 40 | 0.0
Cc1nc(C)c(C(=O)Nc2ccccc2)s1 | -1.7 | -12 | -2 | -0.1
CN(C)/C=C1\C(=O)N(c2c(Cl)cccc2Cl)c2ccc([N+](=O)[O-])cc21 | 4.5 | -5 | 34 | 0.1
Cc1ccccc1-n1nc2c(c1NC(=O)CC(C)C)CS(=O)C2 (centres undefined) | -0.1 | -1 | 0 | 0.1
O=c1c(Cl)c(NCCCO)cnn1C12CC3CC(CC(C3)C1)C2 | -1.1 | 3 | 6 | -0.1
c1ccc(Nc2nc(N3CCc4ccccc4C3)nc3c2ncn3C2CCCCC2)cc1 | -1.4 | 32* | 15 | 0.3
Cc1ccc(C(=O)O)cc1NC1CC(=O)N(c2ccccc2C)C1=O (centres undefined) | -0.8 | -4 | -9 | -0.1
CCOc1ccc(/C=N/NC(=O)c2n[nH]c(=O)c3ccccc23)cc1OC | 0.3 | -12 | -18 | 0.2
CC1=C(C(=O)Nc2ccccc2C)C(c2cccs2)C(C#N)=C(SCC(=O)c2ccc(C)cc2C)N1 (centres undefined) | 0.2 | 6 | 2 | 0.1
CCN1CCN(Cc2nc3c(c(=O)n(C)c(=O)n3C)n2Cc2c(Cl)cccc2Cl)CC1 | 2.9 | -7 | 11 | -0.1
CC1CCc2nn(CC(=O)NC(C)c3ccccc3)cc2C1 (centres undefined) | -0.3 | -9 | -1 | 0.1
CC1CCCN(C(=O)c2cc3sccc3n2C)C1 (centres undefined) | 0.9 | 13 | 4 | -0.1
COc1ccc(NC(=O)N(CCCO)Cc2cc3c(C)ccc(C)c3[nH]c2=O)cc1 | 2.5 | 4 | 5 | 0.1
Cc1nc(SCc2ccccc2)[nH]c(=O)c1Cc1ccccc1 | -1.6 | -5 | 12 | 0.1
CCC(=O)Nc1ccc2nc3c(=O)n(Cc4ccccc4)c(=O)[nH]c3nc2c1C | -0.5 | -5 | 3 | 0.1
COCCn1c(=NC(=O)c2ccccc2[N+](=O)[O-])sc2cc(S(N)(=O)=O)ccc21 | 0.0 | -6 | -4 | 0.1
CCN(CC)c1ccc(-n2c(C)c3c(C)nnc(C)c3c2C)cc1 | 1.0 | 17 | -8 | -0.1
O=C(O)C1CCCN1c1nc(C(F)(F)F)nc2ccccc12 (centres undefined) | -0.7 | 4 | 2 | -0.1
Cc1ccc2c(c1)-c1onc(C(=O)NCc3ccco3)c1CO2 | -0.1 | -4 | -2 | 0.0
CC1=NN(C(=O)C2CC2)C(O)(c2cccnc2)C1 (centres undefined) | -0.5 | 10 | 0 | 1.4
COc1ccc(CC(=O)NNC(=O)c2ccc(Cl)cc2)cc1 | -0.8 | -6 | -6 | 0.0
CN1C(=O)c2ccc(NC(=O)CSc3ccc(Cl)cc3)cc2C1=O | 0.9 | -10 | 5 | -0.2
Cc1cc(Cl)c(S(=O)(=O)Nc2ccccc2)cc1OCC(=O)Nc1nncs1 | -0.1 | -6 | -2 | 0.6

(list continues)
SMILES | GPR151 ag | TEAD-YAP inh | MITF inh | FBW7 activator
c1ccc2c(-c3cnc4ccc(NCc5ccncc5)nn34)cccc2c1 | 0.3 | -20 | 10 | 0.6
O=C(CSc1nc2[nH]ncc2c(=O)n1-c1ccccc1)NCc1cccs1 | 0.2 | 21 | 6 | -0.1
O=C(NCCCN1CCOCC1)c1cccc(NC2=NC3CS(=O)(=O)CC3S2)c1 (centres undefined) | 1.0 | -16 | 1 | 0.3
Cc1nnc(SCc2cc(=O)[nH]c(/N=C(\N)Nc3ccccc3)n2)s1 | 1.6 | -1 | 0 | 0.0
Cc1cc(C)c(C#N)c(SCSCc2ccccc2)n1 | 2.4 | -5 | -6 | 0.0
CCOCCOC(=O)C1=C(C)NC2=C(C(=O)CCC2)C1c1ccc(C(=O)OC)cc1 (centres undefined) | 1.5 | 0 | 0 | 0.0
S=c1n(CN2CCOCC2)nc(-c2ccc(Br)o2)n1Cc1ccccc1 | -1.9 | 6 | 7 | 0.0
COc1ccc(CCn2c(-c3cccs3)nc3c(c(=O)c4ccccc4n3C)c2=O)cc1 | -2.0 | -2 | 14 | 0.1
c1nc(NC2CC2)c2c3c(sc2n1)CCCC3 | 0.4 | 5 | 4 | -0.1
CCN(CC)CCC(=O)OC1CCCCC1S(=O)Cc1ccc(C(C)(C)C)cc1 (centres undefined) | -0.3 | -13 | 12 | -0.1
CC(C)n1c(=O)[nH]c2cc(C(=O)Nc3ccccc3)ccc21 | 0.4 | -32 | 2 | 0.0
N#Cc1nc2c(-c3nc4ccccc4[nH]3)c(N)n(Cc3ccccc3)c2nc1C#N | -0.5 | -8 | 3 | -0.1
CC1=C(C(=O)Nc2ccc(C)cn2)C(c2ccsc2)C2=C(CC(C)(C)CC2=O)N1 (centres undefined) | -0.2 | 55* | -17 | -0.3
